TWEAK-Fn14 inh: inhibitors of TWEAK-Fn14 signaling, primary screen, luciferase reporter cells, uHTS. TWEAK-stimulated Fn14 reporter cells, luciferase luminescence, 8 h. inhibition, % at 10 µM. 2% of 360,000 active; in the data active = inhibition above about 50%
TROY signal inh: inhibitors of TROY-driven NF-kB signaling, primary screen, Q293 LMP1-TROYcd cells, NF-kB luciferase, uHTS; Q293 LMP1-TROYcd NF-kB luciferase reporter, 4 h; inhibition, % at 10 µM; 0.98% of 360,000 active;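 active = compounds whose plate-normalised and pattern-corrected inhibition of the luciferase reporter signal at the single screening dose is 50% or more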
COUP-TFII inh: NR2F2 transcriptional activity inhibitors, primary screen, cell-based, luciferase reporter, HEK293T, luminescence | COUP transcription factor 2 (Homo sapiens), P24468 | HEK293T NGFI-A luciferase reporter | inhibition, % at 8.6 µM | 0.7% of 370,000 active;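 active = inhibition above a per-plate cutoff, mean inhibition of test wells between control levels plus 3 SD, cut at about 38% in these data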;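 also: cells cotransfected with COUP-TFII expression vector driving the NGFI-A reporter; 0% = median of COUP-TF2 test wells and 100% = reporter-only cells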
Target sequence (P24468 whole entry, looked up): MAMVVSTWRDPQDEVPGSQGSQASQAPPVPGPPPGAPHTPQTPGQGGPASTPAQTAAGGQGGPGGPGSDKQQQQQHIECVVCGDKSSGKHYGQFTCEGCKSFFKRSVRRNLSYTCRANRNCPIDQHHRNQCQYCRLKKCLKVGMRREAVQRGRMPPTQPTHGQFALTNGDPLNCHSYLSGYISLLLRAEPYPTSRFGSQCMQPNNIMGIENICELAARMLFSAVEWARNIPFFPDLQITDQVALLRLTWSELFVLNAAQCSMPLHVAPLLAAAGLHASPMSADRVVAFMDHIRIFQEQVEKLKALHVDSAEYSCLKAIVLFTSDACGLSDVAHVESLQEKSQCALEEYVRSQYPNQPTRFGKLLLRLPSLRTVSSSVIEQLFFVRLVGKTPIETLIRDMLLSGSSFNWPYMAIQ
TRAIL sens C8: viability loss with TRAIL in NB7+C8 cells, primary screen, TRAIL sensitizer project, cell-based, ATPlite luminescence; inhibition (viability loss, TRAIL sensitization), % at 10 µM; 1% of 360,000 active; AID 624354, 2012;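 active = compounds causing at least 50% loss of cell viability in the single-dose screen, relative to plate controls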
TLR9-MyD88 block: inhibitors of TLR9-MyD88 association in cells, primary screen, cell-based, CHO, BLA complementation, fluorescence; inhibition, % at 4.98 µM; 0.21% of 340,000 active; Toll-like receptor 9 (Homo sapiens) + Myeloid differentiation primary response protein …; CCF4 FRET ratio;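 active = inhibition above the mean over all tested compounds plus 3 SD, cut at about 21% in these data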;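 also: 0% = DMSO only wells and 100% = clavulanate BLA inhibitor control wells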
SRC2 inh: inhibition of GAL4-SRC2 driven luciferase reporter, primary screen, SRC2 inhibitor project, cell-based, luminescence; HEK293 GAL4-SRC2 luciferase reporter; inhibition, % at 9 µM; 0.17% of 370,000 active;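 active = inhibition above the mean inhibition of all tested compounds plus 3 SD, set per campaign, cut at about 52% in these data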;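 also: 0% = DMSO treated cells and 100% = cells given Gossypol at 36 µM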
SRC3 inh: SRC3 coactivator transcriptional activity inhibitors, primary screen, cell-based, luminescence | Nuclear receptor coactivator 3 (Homo sapiens), Q9Y6Q9 | HEK293 GAL4-SRC3 luciferase reporter | inhibition, % at 3.6 µM | 0.17% of 360,000 active;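 active = inhibition above a per-campaign cutoff, the mean of all compounds plus 3 SD, cut at about 60% in these data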;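 also: 0% = DMSO-treated cells and 100% = gossypol-treated cells at 36 µM; higher means less SRC3-driven luciferase light from the GAL4 reporter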
NOD2 RIPK2 PPI: NOD2-RIPK2 binding disruptors in cells, primary screen, fluorescence, CHO cells, BLA complementation | Receptor-interacting serine/threonine-protein kinase 2 (Homo sapiens), O43353 | CCF4 ratio | inhibition, % at 4.98 µM | 0.38% of 360,000 active | AID 624267, 2012; in the data active = inhibition above about 21%;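 also: 0% = vehicle only and 100% = reference blocker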
Target sequence (O43353 whole entry, looked up): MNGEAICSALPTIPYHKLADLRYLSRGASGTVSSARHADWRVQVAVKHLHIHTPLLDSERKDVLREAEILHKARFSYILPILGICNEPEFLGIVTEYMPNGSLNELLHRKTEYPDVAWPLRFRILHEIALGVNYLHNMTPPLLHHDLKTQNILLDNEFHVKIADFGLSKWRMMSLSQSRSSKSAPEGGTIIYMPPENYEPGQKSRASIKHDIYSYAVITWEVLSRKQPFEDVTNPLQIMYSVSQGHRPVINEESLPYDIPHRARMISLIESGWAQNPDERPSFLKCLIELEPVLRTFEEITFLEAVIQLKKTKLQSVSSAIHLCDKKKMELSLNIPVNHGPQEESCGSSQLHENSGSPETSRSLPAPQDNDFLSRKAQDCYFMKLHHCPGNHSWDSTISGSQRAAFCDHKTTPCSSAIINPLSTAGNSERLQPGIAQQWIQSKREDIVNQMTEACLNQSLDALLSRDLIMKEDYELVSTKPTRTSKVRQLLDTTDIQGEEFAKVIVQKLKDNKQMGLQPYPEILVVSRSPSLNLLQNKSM
EBV LMP1 NFkB: EBV LMP1-driven NF-kappaB luciferase reporter inhibitors, primary screen, cell-based, luminescence, single point | LMP1-induced NF-kappaB luciferase reporter cells | inhibition, % at 12.5 µM | 0.69% of 350,000 active; in the data active = inhibition above about 41%; inconclusive = no clear call, values can overlap the other calls;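 also: 0% = neutral control wells and 100% = reference inhibitor control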
LRH-1 inv ag: LRH-1 (NR5A2) inverse agonists, primary screen, cell-based, luminescence, HEK293T, StAR-luciferase reporter | Nuclear receptor subfamily 5 group A member 2 (Homo sapiens), O00482 | LRH-1 transfected, 24 h | inhibition, % at 3.6 µM | 0.13% of 360,000 active | AID 602396, 2012;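 active = inhibition above the mean inhibition of all tested compounds plus 3 SD, cut at about 73% in these data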;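 also: 0% = DMSO wells and 100% = reporter-only cells lacking LRH-1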
SRC1 inh: SRC1 coactivator transcriptional activity inhibitors, primary screen, cell-based, luminescence; Nuclear receptor coactivator 1 (Homo sapiens), Q15788; HEK293 GAL4-SRC1 luciferase reporter; inhibition, % at 3.6 µM; 0.12% of 360,000 active;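 active = inhibition above the campaign mean plus 3 SD, with each screening campaign given its own cutoff, cut at about 60% in these data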;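 also: 0% = DMSO treated cells and 100% = gossypol at 36 µM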
Numbers without * were called inactive; ? = inconclusive; · = not tested or not shown. An excerpt, so the mix of outcomes need not match the whole.

1: C=Cn1cc(CNC[C@H]2O[C@@H](n3cc(C)c(=O)[nH]c3=O)C[C@@H]2O)c(C)n1
2: O=C(NCc1ccccn1)c1ccc(S(=O)(=O)Nc2ccccc2F)cc1
3: Cc1cc(NC(=O)c2ccc(Cl)cc2Cl)n(-c2ccccc2)n1
4: COc1ccc(Cc2nc3c([nH]2)c(=O)n(C)c(=O)n3C)cc1OC
5: Cc1ccc(-c2nc3c4ccccc4ccn3c2CC2CCCCC2)cc1
6: O=S(=O)(N/N=C\C=C\c1ccccc1)c1ccc(Br)cc1
7: NNC(=O)c1ccc(COCC(F)(F)C(F)F)cc1
8: O=C(CC12CC3CC(CC(C3)C1)C2)NCc1ccncc1

screen / no.	1	2	3	4	5	6	7	8
TWEAK-Fn14 inh	-2	-6	-2	4	-4	-8	12	-7
TROY signal inh	-2	23	-10	19	-45	4	-6	10
COUP-TFII inh	8	0	16	10	-22	-8	-12	7
TRAIL sens C8	-6	-6	5	6	2	-25	6	12
TLR9-MyD88 block	3	-4	-3	-6	·	5	-11	-11
SRC2 inh	-6	0	22	5	-3	-10	-12	-20
SRC3 inh	-17	10	-16	-3	·	3	1	-60
NOD2 RIPK2 PPI	-3	-6	2	0	-9	4	2	-4
EBV LMP1 NFkB	-1	0	-4	0	·	-3	-7	0
LRH-1 inv ag	-14	5	-2	-3	-25	-8	-9	10
SRC1 inh	11	10	-10	-15	·	-15	7	8

9: COc1ccc(C2CCCN2C(=S)Nc2ccc(C)c(C)c2)cc1OC (configuration not stated)
10: O=C(Nc1c(C(=O)N2CCOCC2)cnn1-c1ccccc1)c1ccc(F)cc1
11: COc1ccccc1C(=O)NCCC(=O)N1CCN(S(=O)(=O)c2cccc(Cl)c2)CC1
12: CCC(=O)c1ccc(OCC(=O)OCC(=O)NCC2CCCCC2)cc1
13: Cc1c(C(=O)C(=O)N2CC=C(c3ccccc3)CC2)c2ccccc2n1C
14: O=C(O)C(Cc1cn[nH]n1)=NO
15: Cc1ccccc1OCC(=O)OCC(=O)NCc1ccc2c(c1)OCO2
16: CCCCCn1c(=S)[nH]c2ncccc2c1=O

screen / no.	9	10	11	12	13	14	15	16
TWEAK-Fn14 inh	-50	0	-6	0	23	-17	-21	20
TROY signal inh	-9	6	-3	2	1	-13	-8	7
COUP-TFII inh	11	16	8	-3	-6	·	-3	3
TRAIL sens C8	8	-20	4	15	-6	0	-21	-5
TLR9-MyD88 block	0	8	-8	4	-2	1	-11	-4
SRC2 inh	0	2	-4	-51	-1	·	-15	-8
SRC3 inh	-5	3	10	-12	11	-8	-4	17
NOD2 RIPK2 PPI	-8	3	-12	-4	-3	-1	-1	1
EBV LMP1 NFkB	6	5	-6	-3	5	3	4	-4
LRH-1 inv ag	-16	8	6	5	28	0	3	2
SRC1 inh	0	-17	-5	-7	7	-5	12	-5

Arranged by molecular weight (rising): part of the list above.
16: CCCCCn1c(=S)[nH]c2ncccc2c1=O
7: NNC(=O)c1ccc(COCC(F)(F)C(F)F)cc1
15: Cc1ccccc1OCC(=O)OCC(=O)NCc1ccc2c(c1)OCO2
12: CCC(=O)c1ccc(OCC(=O)OCC(=O)NCC2CCCCC2)cc1
6: O=S(=O)(N/N=C\C=C\c1ccccc1)c1ccc(Br)cc1
9: COc1ccc(C2CCCN2C(=S)Nc2ccc(C)c(C)c2)cc1OC (configuration not stated)
10: O=C(Nc1c(C(=O)N2CCOCC2)cnn1-c1ccccc1)c1ccc(F)cc1
11: COc1ccccc1C(=O)NCCC(=O)N1CCN(S(=O)(=O)c2cccc(Cl)c2)CC1

screen / no.	16	7	15	12	6	9	10	11
TWEAK-Fn14 inh	20	12	-21	0	-8	-50	0	-6
TROY signal inh	7	-6	-8	2	4	-9	6	-3
COUP-TFII inh	3	-12	-3	-3	-8	11	16	8
TRAIL sens C8	-5	6	-21	15	-25	8	-20	4
TLR9-MyD88 block	-4	-11	-11	4	5	0	8	-8
SRC2 inh	-8	-12	-15	-51	-10	0	2	-4
SRC3 inh	17	1	-4	-12	3	-5	3	10
NOD2 RIPK2 PPI	1	2	-1	-4	4	-8	3	-12
EBV LMP1 NFkB	-4	-7	4	-3	-3	6	5	-6
LRH-1 inv ag	2	-9	3	5	-8	-16	8	6
SRC1 inh	-5	7	12	-7	-15	0	-17	-5

Carrying on.
17: COc1ccccc1OCCNC(=O)CNC(=O)c1ccc(Cl)c(Cl)c1
18: C/C(=N\Nc1ccc([N+](=O)[O-])cc1[N+](=O)[O-])c1cccnc1
19: COc1ccc(C(=O)Nc2nc3c(s2)CCCC3)cc1S(=O)(=O)N1CCCc2ccccc21
20: Cc1ccc(OCC(=O)Nc2cc(C(=O)O)cc(C(=O)O)c2)cc1C
21: CCOC(=O)[C@H]1[C@H]2COc3ccc(OC)cc3[C@@H]2N2C(=O)c3cc(F)c(F)cc3NC(=O)[C@@]12C
22: CCCNc1nc2c(c(=O)n(C)c(=O)n2C)n1Cc1cccc(C)c1
23: Cc1cccc(OCc2nnc(SCC(=O)N(C)C3CCCCC3)o2)c1
24: COc1ccc(/C=N/NC(=O)Cc2ccc(Cl)cc2)cc1OC

screen / no.	17	18	19	20	21	22	23	24
TWEAK-Fn14 inh	9	-12	35	-5	4	6	-9	-4
TROY signal inh	8	0	8	15	4	14	-17	6
COUP-TFII inh	-3	-21	-16	-5	-7	29	1	-6
TRAIL sens C8	-4	1	34	2	8	23	-12	-8
TLR9-MyD88 block	4	-1	-10	7	-2	8	-12	-10
SRC2 inh	-2	-18	15	-6	12	9	2	-12
SRC3 inh	-12	-17	-32	10	3	15	-3	1
NOD2 RIPK2 PPI	-15	-8	-19	-2	6	-12	11	8
EBV LMP1 NFkB	-3	9	-10	-6	-1	10	-10	7
LRH-1 inv ag	3	25	-28	10	-17	11	-23	9
SRC1 inh	-7	5	-21	2	5	4	-7	2

25: COc1ccc(N2C(=O)C3CCCN3C2c2ccccc2)cc1 (configuration not stated)
26: COc1ccc(OC)c(NC(=O)C(C#N)=Cc2ccco2)c1
27: O=C(Nc1ccccn1)c1ccc2c(c1)OCO2
28: O=C(CCCCn1c(=O)c2ccccc2n(Cc2ccccc2)c1=O)NC1CCN(Cc2ccccc2)CC1
29: CN1CCN(C(CNS(=O)(=O)c2ccc(Cl)cc2)c2cccnc2)CC1 (configuration not stated)
30: COc1ccc2cc(C(=O)NCC(=O)O)sc(=O)c2c1OC
31: C=CCOc1ccc(/C(O)=C2/C(=O)C(=O)N(CCN3CCOCC3)C2c2ccc(C)cc2)cc1 (configuration not stated)
32: COc1ccc(N2CCN(C(CNC(=O)c3cccc(Cl)c3)c3cccnc3)CC2)cc1 (configuration not stated)

screen / no.	25	26	27	28	29	30	31	32
TWEAK-Fn14 inh	-9	-28	21	-10	-24	-16	2	4
TROY signal inh	7	-54	-20	12	-18	4	-4	-2
COUP-TFII inh	11	-6	-32	14	2	4	11	9
TRAIL sens C8	-7	11	8	1	-3	-9	-10	-4
TLR9-MyD88 block	-6	-2	-2	-5	10	-9	-17	-6
SRC2 inh	-29	-35	-63	-14	22	-5	1	7
SRC3 inh	-1	-38	-100	11	9	2	-5	5
NOD2 RIPK2 PPI	4	-1	-2	6	-5	-12	5	7
EBV LMP1 NFkB	3	-2	?	-3	-18	-3	3	13
LRH-1 inv ag	-1	16	-160	2	19	-9	3	4
SRC1 inh	-9	-54	-101	-13	-14	-1	-5	14

33: COc1cccc2c(=O)n(CC(=O)NC3CCCCC3)ccc12
34: CCCC(C)C(=O)Nc1cccc(NC(C)=O)c1 (configuration not stated)
35: Cc1cnn(C(=O)Cn2nc(C(F)F)c(Br)c2C)c1
36: COc1cccc(-c2nc(CCl)cs2)c1
37: CC(=O)c1ccccc1NC(=O)COC(=O)/C=C/c1ccc(OC(F)F)cc1
38: O=C(O)c1cc(-c2ccc(Cl)c(Cl)c2)n(-c2ccc(F)cc2)n1
39: COc1ccc(-n2c(CN3CCN(Cc4ccccc4)CC3)nc3ccc([N+](=O)[O-])cc3c2=O)c(OC)c1
40: Cn1c(-c2ccc(Cl)cc2)ccc(C#N)c1=O

screen / no.	33	34	35	36	37	38	39	40
TWEAK-Fn14 inh	8	-8	4	12	-27	11	-2	-30
TROY signal inh	2	5	68*	-24	-2	-3	7	-13
COUP-TFII inh	14	-7	-7	11	5	4	-3	-5
TRAIL sens C8	-21	-1	15	8	5	7	6	1
TLR9-MyD88 block	-7	-7	-5	10	1	-11	7	-4
SRC2 inh	-14	5	-12	-11	3	-11	-35	-11
SRC3 inh	-4	-2	-9	-22	16	3	3	18
NOD2 RIPK2 PPI	-13	-13	-3	-6	-2	-9	-9	3
EBV LMP1 NFkB	-2	3	-2	7	2	-4	-2	2
LRH-1 inv ag	-4	-14	10	-10	1	-3	19	-6
SRC1 inh	4	-6	-6	-40	-7	11	-15	-17

41: CCN(CC)C(=O)CSc1nsc(SCC(=O)N(CC)CC)c1C#N
42: COc1cccc(OC)c1C(=O)NC(=S)Nc1ccc2oc(=O)ccc2c1
43: CC(NCc1ccccc1O)C12CC3CC(CC(C3)C1)C2 (configuration not stated)
44: Cc1ccc(SCCNC(=O)/C=C/c2cccc([N+](=O)[O-])c2)cc1
45: CC1CN(C(=O)c2ccc([N+](=O)[O-])s2)CC(C)O1 (configuration not stated)
46: COc1ccc(N2C(=O)CC(N(C)CCc3ccc(OC)c(OC)c3)C2=O)cc1 (configuration not stated)
47: CCC(C)CN1C(=O)CSCC1(C)C(=O)Nc1c(C)cccc1C (configuration not stated)
48: O=C(CN(C(=O)CNC(=O)c1cccs1)c1ccccc1)NC1CCCCC1
49: CCN(CC)S(=O)(=O)c1ccc2oc(C(=O)NCCCN3CCOCC3)c(C)c2c1
50: Cc1cc(C)nc(N2CCCC(CCC(=O)NCc3ccc(F)c(F)c3)C2)n1 (configuration not stated)

screen / no.	41	42	43	44	45	46	47	48	49	50
TWEAK-Fn14 inh	0	-15	-5	-6	-4	9	·	4	21	-1
TROY signal inh	-5	-9	12	-2	-18	0	·	2	9	-6
COUP-TFII inh	-2	3	2	-4	-12	11	1	5	-1	-1
TRAIL sens C8	0	-3	-19	-2	11	-3	-2	1	6	-2
TLR9-MyD88 block	2	-4	-9	-8	-6	8	·	7	-3	2
SRC2 inh	-1	-7	11	23	-24	-39	-7	-9	5	8
SRC3 inh	18	21	6	21	2	14	·	14	2	4
NOD2 RIPK2 PPI	-8	-3	7	-1	-20	7	-11	-10	-5	1
EBV LMP1 NFkB	-10	-2	-32	-5	1	1	·	-5	-4	-2
LRH-1 inv ag	11	-16	-3	11	11	-4	4	13	28	1
SRC1 inh	-5	-4	8	11	7	2	·	-3	3	5

Source: PubChem BioAssay
